# A549 viability = kills or reduces viability of A549 cells in Nrf2 counter-screen; A549 ARE-Fluc cells, CellTiter-Fluor viability, 18-24 h; 390,000 tested, 0.16% active; Potency, µM (titrated, usually from 46 µM), for inactives: at the highest dose activity change, negative = cytotoxicity, hits mostly inhibitors; AID 504648; also: potency is read from the fitted curve at half-maximal effect; % is scaled to controls: 0 for no effect and ±100 for the full control effect
#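 A549 ARE_Fluc cells in 5% FBS OPTI-MEM were exposed to compounds in concentration-response for 18-24 h at 37 deg C. Viability was read by CellTiter-Fluor fluorescence (Ex 405/Em 525) after 30 min, before the luciferase read.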
# Akt phos inh = inhibitors of Akt phosphorylation; 360,000 tested, 0.32% active; activity change, % for hits at 50 µM; AID 651550; Neuro2A IGF-stimulated pAkt S473 HTRF, 20 min; stronger effect = lower value; in the data active = activity change below about -80%; inconclusive = mostly about -51% to -80%; also: % is scaled to controls: 0 for no effect and ±100 for the full control effect
#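 Neuro2A cells in DMEM with 0.5% FBS, overnight at 37 deg C, given compound at single 50 µM final, then IGF (6 nM final) for 20 min at 37 deg C. Lysed; phospho-Akt Ser473 by HTRF after 24 h, 665/615 ratio.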
# TGFb inhibitor = inhibitors of TGF-b signaling | AID 588855 | 410,000 tested, 1.2% active | HepG2 CAGA-GFP TGF-b/SMAD3 reporter, GFP fluorescence, 18 h; TGF-beta stimulated, 500 pg/mL final | Potency, µM (highest dose often 46.1 µM), inactives show at the top dose activity, negative = inhibition, hits mostly inhibitors; also: potency is read from the fitted curve at half-maximal effect; % is scaled to controls: 0 for no effect and ±100 for the full control effect; nearly all actives have a fitted effect of over 65% in size
#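 HEPG2 CAGA-GFP reporter cells (1000/well, DMEM with 1% FBS) received compounds, then recombinant TGF-beta at 500 pg/mL final for 18 hours at 37 degrees C. Per-cell GFP summed per well was normalised to unstimulated and stimulated DMSO controls before curve fitting.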
# CCT chaperon mod = changes cytosolic chaperonin activity; purified chaperonin ATPase assay, HTRF ADP detection, 30 min; activity change, % (concentration not given with the values), hits read low; 360,000 tested, 0.3% active; AID 651819; in the data active = activity change below about -30%; also: % is scaled to controls: 0 for no effect and ±100 for the full control effect
#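 We incubate TRiC, 40 or 20 nM final, with library compounds at 76 uM and 10 uM ATP for 30 min at 37 °C. ADP formed is detected with Transcreener HTRF reagents after 30 min at room temperature.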
# Nrf2 ARE act = activates Nrf2 signaling | 410,000 tested, 0.31% active | Potency, µM (top dose mostly 46.1 µM), for the others: top-dose activation, hits mostly activators | AID 624171 | AREc32 ARE-luciferase reporter (MCF7-derived line), luminescence, 24 h; also: potency is read from the fitted curve at half-maximal effect; % of control where 0% means no effect; nearly all actives have a fitted effect of over 65% in size
#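 AREc32 cells carrying an ARE-driven firefly luciferase reporter were seeded at 1000 cells/well in OPTI-MEM with 5% FBS, then exposed to compound for 24 hr at 37 deg C. Luminescence was read with Steady-Glo after 30 min at RT.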
# MmCpn inh = blocks the Methanococcus maripaludis chaperonin Mm-Cpn; Potency, µM (doses to about 76.9 µM), for inactives: at the highest dose activity, negative = inhibition, actives largely listed as inhibitors; 330,000 tested, 0.031% active; purified Mm-Cpn ATPase, ADP Transcreener TR-FRET; AID 504842; also: potency is read from the fitted curve at half-maximal effect; % is scaled to controls: 0 for no effect and ±100 for the full control effect; nearly all actives have a fitted effect of over 80% in size
#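 TR-FRET (320 nm excitation; 590 and 665 nm emission) reports ADP made from 10 uM ATP by 25 nM enzyme; compounds were preincubated 10 min, reaction run 30 min, both at 37°C.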
# EPAC2 agonist = activates human EPAC2 exchange factor | Q8WZA2 | EPAC2 activation, biochemical qHTS; response scale: 100% = 6.5 mM cAMP response | Potency, µM (titrated, usually from 154 µM), inactives show top-dose activation, most hits filed as activators | 360,000 tested, 0.079% active; also: potency is read from the fitted curve at half-maximal effect; nearly all actives have a fitted effect of over 50% in size
# Target sequence (Q8WZA2 whole entry, looked up): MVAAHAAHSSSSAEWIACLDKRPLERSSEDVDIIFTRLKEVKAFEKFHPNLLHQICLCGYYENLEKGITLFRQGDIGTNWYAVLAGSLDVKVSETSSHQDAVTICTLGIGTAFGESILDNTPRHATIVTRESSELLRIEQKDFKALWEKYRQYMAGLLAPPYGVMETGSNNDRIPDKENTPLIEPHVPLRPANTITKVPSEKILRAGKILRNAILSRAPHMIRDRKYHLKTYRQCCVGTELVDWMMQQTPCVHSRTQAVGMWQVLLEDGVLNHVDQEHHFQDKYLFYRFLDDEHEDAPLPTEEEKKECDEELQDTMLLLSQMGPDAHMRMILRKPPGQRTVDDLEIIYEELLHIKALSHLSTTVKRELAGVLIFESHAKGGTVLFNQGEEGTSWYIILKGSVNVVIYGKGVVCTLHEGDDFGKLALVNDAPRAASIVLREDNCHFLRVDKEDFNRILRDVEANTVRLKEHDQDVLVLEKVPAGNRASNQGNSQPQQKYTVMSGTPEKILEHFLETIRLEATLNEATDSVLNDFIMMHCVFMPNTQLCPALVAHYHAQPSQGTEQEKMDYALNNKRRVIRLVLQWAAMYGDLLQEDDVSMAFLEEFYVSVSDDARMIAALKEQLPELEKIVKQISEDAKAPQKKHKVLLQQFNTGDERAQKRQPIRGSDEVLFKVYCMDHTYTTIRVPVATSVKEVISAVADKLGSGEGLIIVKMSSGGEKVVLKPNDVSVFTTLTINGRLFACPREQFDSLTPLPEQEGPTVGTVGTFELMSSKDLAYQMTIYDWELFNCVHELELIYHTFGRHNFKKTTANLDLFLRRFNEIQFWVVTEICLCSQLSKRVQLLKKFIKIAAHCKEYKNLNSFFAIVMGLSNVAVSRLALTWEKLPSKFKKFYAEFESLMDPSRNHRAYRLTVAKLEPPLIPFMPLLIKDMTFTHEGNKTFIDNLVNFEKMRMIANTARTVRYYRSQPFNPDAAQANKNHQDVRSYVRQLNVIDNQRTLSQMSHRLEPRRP
#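 Guanine nucleotide exchange by EPAC2 is measured as reduced fluorescence of BODIPY-GDP once it is released from 250 nM Rap1B. Plates are read kinetically for 30 min at room temperature; results are scaled to 6.5 mM cAMP.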
# EPAC2 antagonist = blocks human EPAC2 exchange factor | 360,000 tested, 0.18% active | Potency, µM (titrated, usually from 114 µM), inactives show at the highest dose activity, negative = inhibition, actives largely listed as inhibitors | EPAC2 GEF exchange of Rap1B-BODIPY-GDP, fluorescence; also: potency is read from the fitted curve at half-maximal effect; % is scaled to controls: 0 for no effect and ±100 for the full control effect; nearly all actives have a fitted effect of over 45% in size; many of its hits are not listed in these tables
# Nrf2 block = blocks Nrf2 signaling; A549 ARE-Fluc reporter, luciferase luminescence, 18-24 h; Potency, µM (doses to about 46 µM), for inactives: at the top dose activity change, negative = inhibition, hits mostly inhibitors; 360,000 tested, 2.1% active; also: potency is read from the fitted curve at half-maximal effect; % is scaled to controls: 0 for no effect and ±100 for the full control effect; nearly all actives have a fitted effect of over 60% in size
#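 A549 ARE_Fluc cells, 5000/well, 5% FBS OPTI-MEM; compounds in dose-response, 18-24 h at 37 °C/5% CO2; CellTiter-Fluor viability read (Ex 405/Em 525), then BugLite luciferase luminescence = Nrf2 activity.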
# * = called active by the depositor; i = inactive; ? = inconclusive; · = no result given; [ ] = dose if it differs, or a comment. Unless noted, calls follow the shape of the dose curve; as a rule, active = well fitted curve in the direction sought with a large enough effect; inconclusive = small, poorly fitted or top-dose-only effect, or another doubt; inactive = no such curve, though single readings can be large; an effect the other way counts as inactive or inconclusive.
SMILES,A549 viability,Akt phos inh,TGFb inhibitor,CCT chaperon mod,Nrf2 ARE act,MmCpn inh,EPAC2 agonist,EPAC2 antagonist,Nrf2 block
Nn1c(SCC(=O)Nc2nc3ccccc3s2)nncc1=O,-6%,i,4%,0.9,2.9%,2%,0%,2%,3%
NCC1CC2c3ccccc3C1c1ccccc12 (stereo not given),10%,i,1%,-0.9,-0.3%,3%,4%,0%,13%
COCCNC(=O)c1ccc(NC(=O)N2CCCCc3ccccc32)cc1,-3%,·,-1%,·,19%,·,·,·,15%
Cc1ccc2nc(SCC(=O)NC3CCCC3)[nH]c2c1,3%,i,13%,-1.3,0.0%,1%,-4%,-10%,?
CC1CCN(C2=NN3C(=N)/C(=C\c4ccc(OC(=O)c5ccco5)cc4)C(=O)N=C3S2)CC1,-7%,i,0%,-0.3,3.3%,1%,-8%,4%,0%
O=c1c2sccc2[nH]c(=S)n1Cc1ccccc1,13%,i,-3%,-1.6,2.5%,1%,2%,5%,2%
COC(=O)Nc1ccc([N+](=O)[O-])cc1OC,-1%,i,21%,-1.7,-0.4%[9.22 µM],1%,-2%,0%,-1%
COC(=O)Cn1c(=NC(=O)C2CC2)sc2c(C)cc(C)cc21,12%,i,-18%,-1.3,4.5%,·,6%,-4%,11%
CC(C)NC(=O)C1CCN(C2CCN(C(=O)c3cc4c(s3)CCCCC4)CC2)CC1,3%,i,-17%,-2.1,0.3%,1%,3%,13%,16%
C=CCC(Nc1ccco1)c1ccccc1 (stereo not given),3%,·,-5%,1.4,3.4%,4%,12%[15.6 µM],-2%,24%
COc1ccccc1/C=C(\C)C(=O)c1c(C)cc(C)[nH]c1=O,-17%,i,-6%,-0.2,5.1%,0%,-4%,2%,-22%
CCOC(=O)N1CCC(N(C(=O)Nc2ccc(Cl)c(Cl)c2)C(C)CC)CC1 (stereo not given),?,i,?,0.2,4.4%,1%,22%,-14%,15µM*
Brc1cccc(OCCCCN2CCCCC2)c1,-4%,i,-1%,-1.2,-0.6%,-1%,4%,-5%,2%
Cc1cc(/C=N/O)c(C)n1-c1ccc(Br)cc1,6%,i,-7%,-1.8,3.8%,-3%,11%,-27%,1%
CCN(CC)S(=O)(=O)c1ccc(Cl)c(NC(=O)COC(=O)c2cc(-c3ccccc3Cl)nc3ccccc23)c1,3%,i,-24%,-0.4,-0.6%,-1%,-6%,2%,-6%
CSc1nc2c([nH]1)c(=S)n(C)c(=O)n2C,-9%,i,13µM*,1.4,4.7%,·,6%,-2%,0%
CCNc1nc(NCC)n2c(SCC(=O)N(CC)C3CCCCC3)nnc2n1,-1%,i,9%,0.7,-0.3%,-2%,2%,-4%,?
O=C(O)CCC1(CCC(=O)O)CCCC(CCC(=O)O)(CCC(=O)O)C1=O,-6%,i,7%,-0.1,0.3%,·,-6%,-1%,4%
COCCn1c(=O)[nH]c(=O)c2c(C(F)(F)F)cc(-c3cccs3)nc21,1%,i,4%,-0.3,3.0%,-3%,6%,4%,?
C#CCOCCOCCOCCNc1nc(N2CCN(C(=O)C([C@@H](C)O)n3cc([C@@H](N)CCCCN)nn3)CC2)nc(N2CCN(C(=O)[C@H](CCC(=O)O)n3cc([C@@H](N)CCCCN)nn3)CC2)n1 (stereo not given in full),-11%,i,1%,-5.1,0.6%,3%,-2%,12%,4%
Cc1sc2ncn(CC(=O)N3CCN(c4ccccc4)CC3)c(=O)c2c1S(=O)(=O)N1CCC(C)CC1,-1%,·,?,·,5.2%,·,·,·,-7%[9.27 µM]
CCn1c(CCNC(=O)c2ccc(Cl)cc2Cl)n[nH]c1=S,12%,i,33%,0.9,-0.2%,-2%,1%,14%,·
CC(C)C(=O)Nc1cccc2nsnc12,3%,i,?,2.5,?,-5%,-11%,6%,?
COc1cc(/C=C/c2nc(C#N)c(N3CCC(C)CC3)o2)cc(OC)c1OC,0%,·,-22%,·,0.6%,·,·,·,2%
O=C(CSc1ccccc1C(=O)NCc1ccccc1)NC1CCCCCCC1,-8%,i,4%,-5.7,0.5%,1%,-8%,-2%,2%

# Further records:
SMILES,A549 viability,Akt phos inh,TGFb inhibitor,CCT chaperon mod,Nrf2 ARE act,MmCpn inh,EPAC2 agonist,EPAC2 antagonist,Nrf2 block
C[C@H](NC(=O)c1nc[nH]c1C(=O)N[C@@H](CCCCNC(=O)OC(C)(C)C)C(=O)OC(C)(C)C)c1ccccc1,-17%,i,?,0.9,-0.9%,1%,-14%,-16%,?
O=C(/C=C/c1ccc(F)cc1)NC(=S)Nc1ccccc1,-4%,i,13%,-1.9,12%,1%,9%,4%,?
CC1(C(=O)Nc2ccccc2)Cc2c(-c3ccc4c(c3)OCO4)ccnc2O1 (stereo not given),·,·,10%,-2.0,3.3%,·,13%,-43%,·
COc1ccc(C(=O)N2CCN(c3ncccn3)CC2)cc1[N+](=O)[O-],1%,i,-1%,-1.5,0.2%,-1%,9%,2%,-9%
COc1cc(C2=NOC(C(=O)Nc3cc(C)on3)C2)cc(OC)c1OC (stereo not given),-1%,i,1%,-2.9,-0.6%,-3%,1%,-2%,12%
COc1cc(-c2nnc(SCC(=O)Oc3ccc(C)cc3C)o2)cc(OC)c1OC,-1%,·,28%,·,0.6%,·,·,·,0%
COc1cc2ccccc2cc1C(=O)Nc1ccc(Cl)cn1,8%,i,3%,-2.3,12%,-6%,3%,0%,?
O=C(COc1ccccc1[N+](=O)[O-])NCC1(N2CCCCC2)CCCCC1,-1%,i,5%,-1.7,2.8%,0%,3%,-4%,6%
CCOc1ccc(CN(C(=O)c2cccs2)C2CCS(=O)(=O)C2)cc1 (stereo not given),0%,i,0%,1.6,1.9%,2%,-1%,-3%,10%
CC(=O)NNc1cccc(Cl)n1,-2%,i,25%,-1.5,-0.5%,-1%,-6%,-3%,-9%
O=C(/C=C/c1ccccc1)N/C(=C\c1ccco1)C(=O)NCCO,-7%,i,1%,-3.4,?,-1%,-1%,-6%,-3%
COc1ccc(S(=O)(=O)N(C)CC(=O)N2CCC(C)CC2)cc1Cl,-7%,i,-10%,-0.5,-0.8%,-1%,5%,4%,0%
Nc1ccccc1-c1ccc(Cl)cc1,2%,i,-7%,-0.8,4.7%,·,6%,-6%,0%
CC(=O)c1cccc(NC(=O)Nc2ccc(C)cc2)c1,-8%,i,13%,-3.9,2.2%,1%,5%,?,-1%
CCOC(=O)C1CCN(C(=O)c2ccc(OC3CCN(C(=O)COC)CC3)cc2)CC1,-1%,i,-22%,-1.6,0.1%,-3%,5%,1%,13%
Nc1c(O)ccc2c1C(=O)c1ccccc1C2=O,?,i,-28%,1.6,-0.4%[9.22 µM],?,-12%,-8%,-3%
CC1CCC(C(C)C)C2=C1C(C#N)(C#N)C(C#N)(C#N)C(c1ccccc1)N2 (stereo not given),-8%,i,?,-2.1,?,?,14%,-3%,·
CC(C)C(NC(=O)c1ccccc1)c1nnc(SCC(=O)Nc2nccs2)n1C (stereo not given),3%,i,-4%,0.2,-0.2%,0%,13%,3%,-7%
Cc1ccc(C2=NN(S(C)(=O)=O)C(c3cccs3)C2)cc1 (stereo not given),-3%,i,?,0.9,2.9%,0%,12%,9%,?

# Rewritten with tabs: entries from further up
compound	A549 viability	Akt phos inh	TGFb inhibitor	CCT chaperon mod	Nrf2 ARE act	MmCpn inh	EPAC2 agonist	EPAC2 antagonist	Nrf2 block
CC(=O)NNc1cccc(Cl)n1	-2%	i	25%	-1.5	-0.5%	-1%	-6%	-3%	-9%
O=C(/C=C/c1ccccc1)N/C(=C\c1ccco1)C(=O)NCCO	-7%	i	1%	-3.4	?	-1%	-1%	-6%	-3%
COc1ccc(S(=O)(=O)N(C)CC(=O)N2CCC(C)CC2)cc1Cl	-7%	i	-10%	-0.5	-0.8%	-1%	5%	4%	0%
Nc1ccccc1-c1ccc(Cl)cc1	2%	i	-7%	-0.8	4.7%	·	6%	-6%	0%
CC(=O)c1cccc(NC(=O)Nc2ccc(C)cc2)c1	-8%	i	13%	-3.9	2.2%	1%	5%	?	-1%
CCOC(=O)C1CCN(C(=O)c2ccc(OC3CCN(C(=O)COC)CC3)cc2)CC1	-1%	i	-22%	-1.6	0.1%	-3%	5%	1%	13%
Nc1c(O)ccc2c1C(=O)c1ccccc1C2=O	?	i	-28%	1.6	-0.4%[9.22 µM]	?	-12%	-8%	-3%
CC1CCC(C(C)C)C2=C1C(C#N)(C#N)C(C#N)(C#N)C(c1ccccc1)N2 (stereo not given)	-8%	i	?	-2.1	?	?	14%	-3%	·
CC(C)C(NC(=O)c1ccccc1)c1nnc(SCC(=O)Nc2nccs2)n1C (stereo not given)	3%	i	-4%	0.2	-0.2%	0%	13%	3%	-7%
Cc1ccc(C2=NN(S(C)(=O)=O)C(c3cccs3)C2)cc1 (stereo not given)	-3%	i	?	0.9	2.9%	0%	12%	9%	?

# A portion of the library; count on the stated rates, not on these rows.
